Assay outcomes deposited in PubChem by Broad Institute.
Wnt bcat act – activators of Wnt/beta-catenin signaling; AID 743398; Wnt/beta-catenin reporter cell assay, activator, plate reader; 300,000 tested, 1.2% active; activation, % at 9.35 µM; in the data active = activation above about 30%, passing the limit was not always enough;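 note: 0% = neutral control wells and 100% = positive control wells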
NSD2 HMT inh – blocks human histone methyltransferase NSD2; AID 743445; 310,000 tested, 0.54% active; O96028; NSD2 peptide methylation, AlphaScreen, 120 min; inhibition, % at 12.5 µM; in the data active = inhibition above about 50%
Target sequence (O96028 whole entry, looked up): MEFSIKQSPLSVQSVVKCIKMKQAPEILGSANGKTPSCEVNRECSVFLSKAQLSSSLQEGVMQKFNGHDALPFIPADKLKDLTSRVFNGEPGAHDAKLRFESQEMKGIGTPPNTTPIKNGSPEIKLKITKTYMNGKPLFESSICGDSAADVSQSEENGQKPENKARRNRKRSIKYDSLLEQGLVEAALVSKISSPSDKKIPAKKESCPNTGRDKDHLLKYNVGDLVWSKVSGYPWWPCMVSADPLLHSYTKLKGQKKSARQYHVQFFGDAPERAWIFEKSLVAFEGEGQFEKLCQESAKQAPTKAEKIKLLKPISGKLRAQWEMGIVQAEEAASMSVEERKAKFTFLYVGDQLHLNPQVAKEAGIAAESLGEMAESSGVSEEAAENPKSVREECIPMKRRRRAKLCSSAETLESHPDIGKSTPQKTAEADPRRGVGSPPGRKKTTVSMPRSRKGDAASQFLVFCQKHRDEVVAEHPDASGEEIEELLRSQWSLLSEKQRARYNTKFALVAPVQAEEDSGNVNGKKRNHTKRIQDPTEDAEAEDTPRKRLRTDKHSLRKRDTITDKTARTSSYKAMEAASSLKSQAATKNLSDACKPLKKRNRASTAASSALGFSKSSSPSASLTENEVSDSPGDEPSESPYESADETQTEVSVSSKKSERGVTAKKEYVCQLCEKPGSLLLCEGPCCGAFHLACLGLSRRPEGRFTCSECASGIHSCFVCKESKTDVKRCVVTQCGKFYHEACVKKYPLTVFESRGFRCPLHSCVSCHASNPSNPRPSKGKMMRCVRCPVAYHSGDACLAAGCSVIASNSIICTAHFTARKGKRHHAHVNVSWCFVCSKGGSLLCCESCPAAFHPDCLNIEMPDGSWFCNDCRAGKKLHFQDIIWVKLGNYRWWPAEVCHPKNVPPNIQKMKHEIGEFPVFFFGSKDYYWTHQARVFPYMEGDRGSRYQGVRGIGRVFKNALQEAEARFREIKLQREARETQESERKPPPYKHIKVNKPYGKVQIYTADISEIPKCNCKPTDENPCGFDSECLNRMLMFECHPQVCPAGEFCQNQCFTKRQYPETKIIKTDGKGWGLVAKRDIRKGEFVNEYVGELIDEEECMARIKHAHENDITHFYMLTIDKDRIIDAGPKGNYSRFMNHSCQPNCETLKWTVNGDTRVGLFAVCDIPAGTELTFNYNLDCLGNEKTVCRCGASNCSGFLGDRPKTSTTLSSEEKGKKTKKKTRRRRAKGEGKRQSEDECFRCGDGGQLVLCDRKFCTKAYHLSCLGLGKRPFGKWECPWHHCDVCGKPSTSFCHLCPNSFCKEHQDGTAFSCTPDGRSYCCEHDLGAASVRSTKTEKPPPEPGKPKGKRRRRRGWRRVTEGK
Active calls of the source: *. The list is partial; count on the stated rates, not on these rows.

Under each structure: NSD2 HMT inh	Wnt bcat act
NC(c1cccc(F)c1)c1nc(-c2ccc(Cl)cc2)cs1 (centres undefined)
 : 14.3	-2.2
CC1(C(=O)NS(=O)(=O)C2CC2)CCCN(C(=O)c2ccccc2)C1 (centres undefined)
 : 0.0	-24.1
COc1ccc(-c2cnc3c(NC(C)=O)cc(-c4cccc(C(=O)NCCN(C)C)c4)cn23)cc1OC
 : 13.5	-0.7
Cc1ccc(S(=O)(=O)NC(=O)C2(C)CCN2C(=O)CC2CCCC2)nc1 (centres undefined)
 : 0.0	-1.0
N#Cc1cccc(NC(=O)c2cc(C3CCCCN3C(=O)CCCc3ccccc3)on2)c1 (centres undefined)
 : -4.7	-0.5
Cc1nnsc1-c1nc2ccccc2n1C(CCc1ccccc1)c1nc2ccccc2[nH]1 (centres undefined)
 : -1.8	-2.5
Nc1[nH]c(=O)ncc1-c1ccc([N+](=O)[O-])cc1
 : 1.4	-2.0
Cc1cc(NC(=O)Cn2c(=O)n(CCCCC(=O)NC3CCN(Cc4ccccc4)CC3)c(=O)c3ccccc32)n[nH]1
 : -35.4	2.4
CN(C)C(=O)c1cccc(-c2cnc3c(NC=O)cc(-c4ccccc4F)cn23)c1
 : 1.7	-3.3
COc1cc(F)ccc1-c1csc(C(C)(O)c2ccc(F)c(F)c2)n1 (centres undefined)
 : -3.8	-2.4
CCCCSc1nc(N)nc2c1ncn2C1OC(CO)C(O)C1O (centres undefined)
 : -5.7	-6.1
O=C(Nc1cccc2ccccc12)c1csc([C@@H]2O[C@H](CO)[C@@H](O)[C@H]2O)n1
 : 0.3	-0.8
CC(=O)c1cccc(-c2ccc3c(c2)C(C)(Cc2ccccc2F)C(=O)N3)c1 (centres undefined)
 : 8.7	-0.9
Cc1ccc(-c2cnc(C(O)c3ccc(C)cc3)[nH]2)cc1 (centres undefined)
 : 4.2	-0.1
CC1(C(=O)Nc2nccs2)CCN1C(=O)C1(c2ccccc2)CC1 (centres undefined)
 : -0.8	-0.3
COc1ccc(OC)c(NC(=O)C2(C)CCN2C(=O)C(C)(C)c2ccccc2)c1 (centres undefined)
 : 3.2	-1.6
CC(=O)Nc1cnc(-c2cccc(C(=O)N(C)C)c2)cn1
 : 19.2	10.4
COc1cc(CNc2ncnc3c2ncn3[C@H]2CN(Cc3ccc(Cl)cc3)C[C@@H](CO)O2)cc(OC)c1OC
 : 0.2	-3.6
CCOC(=O)C1CCCN(C(=O)c2ccc(F)c(C)c2)CC1 (centres undefined)
 : -0.9	-0.6
CCc1nc2c(OCc3ccc(Cl)cc3Cl)cccn2c1N(C)C(=O)C1CC1
 : 3.2	-2.3

In the list so far, 5 have fluorine.
Under each structure: NSD2 HMT inh	Wnt bcat act
NC(c1cccc(F)c1)c1nc(-c2ccc(Cl)cc2)cs1 (centres undefined)
 : 14.3	-2.2
CN(C)C(=O)c1cccc(-c2cnc3c(NC=O)cc(-c4ccccc4F)cn23)c1
 : 1.7	-3.3
COc1cc(F)ccc1-c1csc(C(C)(O)c2ccc(F)c(F)c2)n1 (centres undefined)
 : -3.8	-2.4
CC(=O)c1cccc(-c2ccc3c(c2)C(C)(Cc2ccccc2F)C(=O)N3)c1 (centres undefined)
 : 8.7	-0.9
CCOC(=O)C1CCCN(C(=O)c2ccc(F)c(C)c2)CC1 (centres undefined)
 : -0.9	-0.6

(continued)
Under each structure: NSD2 HMT inh	Wnt bcat act
Cc1ccc(C(O)c2ncc(-c3ccccc3Cl)[nH]2)c(C)c1 (centres undefined)
 : 5.6	-1.0
CCCCOc1ccc(S(=O)(=O)NC(=O)C2(C)CCN2C(=O)c2c(C)noc2C)cc1 (centres undefined)
 : 0.4	-0.9
CC(O)(c1cccnc1)c1nc(/C=C/c2ccccc2)cs1 (centres undefined)
 : 1.9	2.3
OCc1cccc(-c2cnc3c(Nc4cccc(OC(F)(F)C(F)F)c4)nccn23)c1
 : -1.0	27.5
CCCNC(=O)C1(C)CCN1C(=O)Cc1ccc(-c2ccccc2)cc1 (centres undefined)
 : 0.1	-1.5
O=C(CNS(=O)(=O)c1ccc(Br)cc1)OCc1cc(=O)n2cc(Br)ccc2n1
 : 1.3	-1.2
CCOC(=O)[C@]12CCCC=C1N(Cc1ccccc1)C(=O)[C@H](CC(=O)N1CCN(C(=O)C3CC3)CC1)C2
 : -1.2	-1.3
COCCNc1nc(NCc2cccc(OC)c2OC)c2sccc2n1
 : -2.4	-1.5
CCOC(=O)C1(C)CCN1C(=O)c1cccc(Cl)c1 (centres undefined)
 : -1.8	-3.5
CC(=O)Nc1cc(-c2cccc(C(=O)NCCO)c2)cn2c(-c3ccc(F)cc3)cnc12
 : -1.9	0.2
CC1(C)CC(=O)C2=C(C1)NC(=O)CC2C(=O)NCc1ccc(F)cc1 (centres undefined)
 : -8.4	1.0
Cc1[nH]nc2c1C(c1cccc(C(F)(F)F)c1)NC2=O (centres undefined)
 : -1.3	5.1
CSc1ccc(NC(=O)C2(C)CCN2C(=O)c2ccccc2CCc2ccccc2)cc1 (centres undefined)
 : 0.0	-1.7
CN(Cc1ccco1)C(=O)[C@@H](Cc1ccccc1)NC(=O)[C@H]1O[C@@H](n2ccc(=O)[nH]c2=O)[C@H](O)[C@@H]1O
 : -3.0	1.7
O=C(NC(c1ccccc1)c1cc(Cl)c2cccnc2c1O)c1cccnc1 (centres undefined)
 : -3.2	-2.4
Cc1ccc(S(=O)(=O)NC(=O)C2(C)CCN2C(=O)Cc2ccc(Cl)cc2Cl)cc1 (centres undefined)
 : -0.4	-0.6
CCOC(=O)Cc1ccc(Nc2nc(NC)nc3ccsc23)cc1
 : 3.1	-3.9
COc1ccc(-c2cc(NC(C)=O)c3ncc(-c4ccccc4)n3c2)cc1OC
 : 6.5	1.1
O=C(CSCC(=O)NN=Cc1ccccc1)NN=Cc1ccccc1
 : -3.4	0.7
Cc1cccc(C(=O)OCC(=O)NC(=O)NC2CCCCC2)c1
 : 1.7	-0.7
CC(C)n1c(CN(C)Cc2ccccc2)nc2c1c(=O)n(C)c(=O)n2C
 : -1.1	-4.6
CC1(C(=O)NCC2CC2)CCN1C(=O)C/C=C/c1ccccc1 (centres undefined)
 : 1.1	-0.7
CCCCNC(=O)C1C(c2ccc(OC)cc2)=Nc2ccccc2N1C(=O)c1ccc2ncccc2c1 (centres undefined)
 : 2.2	16.9
CC1(C(=O)NS(=O)(=O)c2ccc(Cl)cc2)CCN1C(=O)CCc1ccc(Cl)cc1Cl (centres undefined)
 : -1.2	0.0
Cn1nc(C(C)(C)C)cc1NC(=O)C1(C)CCN1C(=O)c1ccccc1CCc1ccccc1 (centres undefined)
 : 2.5	-4.6
Cc1noc(C)c1-c1ccc(C(=O)NCc2cccs2)c2occc12
 : -1.4	10.6
CCNC(=O)C1CCCN(C(=O)c2cccc(C(F)(F)F)c2)CC1 (centres undefined)
 : 0.1	-25.5
OC[C@@H]1CN(Cc2ccncc2)C[C@H](n2cnc3c(NCc4ccncc4)ncnc32)O1
 : 0.8	2.5
COc1ccc(NC(=O)c2cc(-c3cc(F)ccc3OC)n[nH]2)cn1
 : 0.6	0.7
CCCCN(C=O)c1c(CC)nc2ccc(C(=O)NCc3cccs3)cn12
 : -3.0	-1.0
COc1ccc(C(NC(=O)C2CCN(CCc3ccccc3)CC2)c2ccccn2)cc1 (centres undefined)
 : -1.8	-3.5
CCCCNC(=O)C1(C)CCCCN1C(=O)c1cc2ccccc2s1 (centres undefined)
 : -0.3	-0.2
Cc1nc(C(F)(F)F)ccc1C(=O)N1CCC1(C)C(=O)NS(=O)(=O)c1ccc2c(c1)CCO2 (centres undefined)
 : -1.1	-0.2
Cc1ccc(NN2C(=O)C=C(c3ccccc3)C2=O)cc1
 : 3.3	-6.3
CC(=O)Nc1cc(-c2cccc(C(=O)NCCN(C)C)c2)cn2c(-c3ccc(F)c(Cl)c3)cnc12
 : 17.4	-8.0
CCn1c2ccccc2c2cc(CN3CCN(S(=O)(=O)CC)CC3)ccc21
 : 0.5	-2.3
CCCC(=O)NCc1ccncc1
 : -1.1	-0.6
CS(=O)(=O)Nc1ccc(F)cc1
 : 1.1	-0.8
COc1ccc(F)cc1-c1cc(C(=O)N2CCc3ccccc3C2)[nH]n1
 : 5.8	-0.2
CCCCN(C=O)c1c(CC)nc2ccc(C(=O)NCCc3c[nH]c4ccccc34)cn12
 : 2.1	-1.9
O=C(Nc1cccc(Br)c1)Oc1cccc2cccnc12
 : 1.9	-0.9
CCNC(=O)C1CCCN(C(=O)c2cc(C)oc2C)CC1 (centres undefined)
 : 1.4	-0.7
CCc1nc2ccc(C(=O)N3CCN(C(=O)c4ccco4)CC3)cn2c1N(C)CCC(C)C
 : 4.4	-1.0
CCc1nc2ccc(C(=O)Nc3ccc4c(c3)OCC(=O)N4)cn2c1N(CC)Cc1cccc(Br)c1
 : -1.2	0.8
Cn1c(=O)c2cc(NC(=O)OCCF)ccc2n1Cc1cccc(C(F)(F)F)c1
 : 34.0	-0.9
COc1ccccc1CNc1nc(NCc2ccccc2)nc2ccsc12
 : -3.1	-10.9
Cc1nc(NC(=O)CSc2ccccc2N)sc1C
 : 0.3	1.4
CCCc1ccc(C(O)c2ncc(-c3ccc(OC)cc3)[nH]2)cc1 (centres undefined)
 : 6.2	-0.2
CCCCN(C=O)c1c(CC)nc2ccc(C(=O)NCc3ccc4c(c3)OCO4)cn12
 : -3.4	4.1
O=C(NCc1cccnc1)c1cc(C2CCCCN2C(=O)c2ccc(Cl)cc2)on1 (centres undefined)
 : -15.6	-1.0
COCCCNC(=O)c1csc([C@H]2C[C@H](O)[C@@H](CO)O2)n1
 : -1.2	-1.6
COc1ccc(NC(=O)c2cc(-c3cc(Cl)ccc3C)n[nH]2)cc1OC
 : -2.2	-2.0
COc1ccc(NC(=O)C2(C)Cc3c(-c4ccc(NC(C)=O)cc4)ccnc3O2)cc1OC (centres undefined)
 : -1.6	-1.0
CC(C)c1cccc(-c2csc(C(O)c3ccco3)n2)c1 (centres undefined)
 : 0.0	16.4
COc1cccc(NC(=O)N2CCc3nc(Nc4ccc(C(C)C)cc4)ncc3C2)c1
 : 1.5	-8.2
CC(=O)NCCNc1nc(NC(C)C)nc2ccsc12
 : -2.3	-0.8
CC(=O)c1cccc(NC(=O)C2(C)Cc3c(-c4cccc(C(N)=O)c4)ccnc3O2)c1 (centres undefined)
 : -0.7	-0.4
CC(C)c1ccc(NC(=O)C2Cc3c(-c4ccccc4Oc4ccccc4)ccnc3O2)cc1 (centres undefined)
 : -0.9	-0.8
CC1(C(=O)Nc2ccc3c(c2)OCCO3)CCN1C(=O)C1(c2ccc(Cl)cc2)CC1 (centres undefined)
 : -4.4	-3.1
CCc1ccc2c(c1)NC(=O)C2(C)Cc1ccc(C(F)(F)F)o1 (centres undefined)
 : -0.7	-2.8

Following part:
Under each structure: NSD2 HMT inh	Wnt bcat act
CC(C)Oc1ccc(CN2CCC2(C)C(=O)Nc2cnc3ccccc3c2)cc1 (centres undefined)
 : 0.7	-0.6
CCc1nc2ccc(C(=O)NCCOc3ccc(OC)cc3)cn2c1N(C)Cc1cccs1
 : 2.2	-3.3
COC(=O)Cc1nnn2c1CC(OC)c1ccccc1-2 (centres undefined)
 : 0.9	-3.6
CC1(C(=O)NCc2ccccc2Br)CCN1Cc1c(F)cccc1F (centres undefined)
 : -7.9	-2.0
CCCCC(=O)N(C)c1c(C)nc2ccc(C(=O)N3CCN(S(=O)(=O)CC)CC3)cn12
 : -0.9	1.1
Cc1c(C(C)(C(=O)O)c2c(C)n(C)c3ccccc23)c2ccccc2n1C
 : 2.7	2.7
CC(=O)Nc1ccc(NC(=O)C2(C)Cc3c(-c4ccc5c(c4)OCO5)ccnc3O2)cc1 (centres undefined)
 : -0.5	-4.7
COC(=O)C1=C(C)N(Cc2cccc(C(F)(F)F)c2)C(=NCc2ccc(OC)cc2)NC1c1ccccc1C(F)(F)F (centres undefined)
 : -1.1	-26.7
CC(=O)OC(C(=O)Nc1nncs1)c1ccccc1 (centres undefined)
 : -9.5	-0.9
CN(C)c1ccc(-c2ccnc3c2CC(C)(C(=O)Nc2cccc(Oc4ccccc4)c2)O3)cc1 (centres undefined)
 : -0.6	-0.4
COc1ccc(OC)c(NC(=O)C2(C)CCN2Cc2ccccc2OC(F)F)c1 (centres undefined)
 : -35.9	-2.6
CCNC(=O)C1(C)CCCN1C(=O)c1cc(OC)c(OC)c(OC)c1 (centres undefined)
 : -3.9	-0.9
O=c1c(-c2cccnc2)nc2ccccc2n1C(CCc1ccccc1)c1nc2ccccc2[nH]1 (centres undefined)
 : -0.7	-2.7
c1ccc(COc2cccc(-c3cc4nc(NCc5ccc6c(c5)OCO6)ccn4n3)c2)cc1
 : -1.2	-0.9
COc1ccccc1C(=O)N1CCCC(C)(C(=O)NS(=O)(=O)C2CC2)C1 (centres undefined)
 : 0.0	-11.1
CC1(C(=O)NS(=O)(=O)c2ccccc2Cl)CCN1C(=O)C1(c2ccccc2)CCCC1 (centres undefined)
 : 0.0	-0.6
CCC1CCCCN1C(=O)COC(=O)c1cncc(Br)c1 (centres undefined)
 : 0.2	-1.7
COc1cccc(-c2cccc3c2NC(=O)C3(C)Cc2ccccc2F)c1 (centres undefined)
 : -0.1	-0.5
O=C(Nc1ccc2c(c1)OCO2)c1cc(C2CCCCN2C(=O)OCCF)on1 (centres undefined)
 : -1.3	-0.9

In a second layout: entries from further up.
compound	NSD2 HMT inh	Wnt bcat act
CCc1nc2ccc(C(=O)NCCOc3ccc(OC)cc3)cn2c1N(C)Cc1cccs1	2.2	-3.3
COC(=O)Cc1nnn2c1CC(OC)c1ccccc1-2 (centres undefined)	0.9	-3.6
CC1(C(=O)NCc2ccccc2Br)CCN1Cc1c(F)cccc1F (centres undefined)	-7.9	-2.0
CCCCC(=O)N(C)c1c(C)nc2ccc(C(=O)N3CCN(S(=O)(=O)CC)CC3)cn12	-0.9	1.1
